# Screens deposited in PubChem BioAssay by The Scripps Research Institute Molecular Screening Center.
# GPR151 activ – activators of human GPR151, primary screen, cell-based, PathHunter beta-arrestin, luminescence; PathHunter beta-arrestin GPR151 cells; activation, % at 11.2 µM; actives 1% (n = 650,000); in the data active means activation above about 4.9%;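 further: 0% = median of compound wells and 100% = cells with positive control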
# Target sequence (Q8TDV0 whole entry, looked up): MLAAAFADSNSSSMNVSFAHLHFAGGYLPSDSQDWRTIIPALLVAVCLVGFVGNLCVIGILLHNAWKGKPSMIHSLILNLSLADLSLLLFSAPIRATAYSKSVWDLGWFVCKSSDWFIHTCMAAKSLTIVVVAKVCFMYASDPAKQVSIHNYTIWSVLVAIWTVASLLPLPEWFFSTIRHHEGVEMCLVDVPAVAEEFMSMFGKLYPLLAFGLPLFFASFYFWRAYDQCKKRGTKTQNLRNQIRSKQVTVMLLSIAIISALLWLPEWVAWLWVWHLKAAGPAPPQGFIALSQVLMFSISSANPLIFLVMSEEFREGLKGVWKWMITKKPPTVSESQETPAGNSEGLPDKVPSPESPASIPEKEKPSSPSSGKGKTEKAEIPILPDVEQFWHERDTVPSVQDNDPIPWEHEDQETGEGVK
# MITF inh – MITF inhibitors, primary screen, biochemical, AlphaScreen, human; AlphaScreen MITF homodimerization, bead proximity signal; inhibition, % at 2.6 µM; actives 0.91% (n = 650,000); in the data active means inhibition above about 50%;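 further: 0% = vehicle wells with protein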
# FBW7 act – FBW7 E3 ligase activators, primary screen, biochemical, AlphaScreen, human; AlphaScreen FBW7–phospho-cyclin E peptide binding, activator screen; normalized activity (activation), % at 26.1 µM; actives 0.13% (n = 650,000); in the data active means normalized activity above about 1.9%;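 further: purified mutant Fbw7 with reduced substrate affinity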
# Target sequence (Q969H0 whole entry, looked up): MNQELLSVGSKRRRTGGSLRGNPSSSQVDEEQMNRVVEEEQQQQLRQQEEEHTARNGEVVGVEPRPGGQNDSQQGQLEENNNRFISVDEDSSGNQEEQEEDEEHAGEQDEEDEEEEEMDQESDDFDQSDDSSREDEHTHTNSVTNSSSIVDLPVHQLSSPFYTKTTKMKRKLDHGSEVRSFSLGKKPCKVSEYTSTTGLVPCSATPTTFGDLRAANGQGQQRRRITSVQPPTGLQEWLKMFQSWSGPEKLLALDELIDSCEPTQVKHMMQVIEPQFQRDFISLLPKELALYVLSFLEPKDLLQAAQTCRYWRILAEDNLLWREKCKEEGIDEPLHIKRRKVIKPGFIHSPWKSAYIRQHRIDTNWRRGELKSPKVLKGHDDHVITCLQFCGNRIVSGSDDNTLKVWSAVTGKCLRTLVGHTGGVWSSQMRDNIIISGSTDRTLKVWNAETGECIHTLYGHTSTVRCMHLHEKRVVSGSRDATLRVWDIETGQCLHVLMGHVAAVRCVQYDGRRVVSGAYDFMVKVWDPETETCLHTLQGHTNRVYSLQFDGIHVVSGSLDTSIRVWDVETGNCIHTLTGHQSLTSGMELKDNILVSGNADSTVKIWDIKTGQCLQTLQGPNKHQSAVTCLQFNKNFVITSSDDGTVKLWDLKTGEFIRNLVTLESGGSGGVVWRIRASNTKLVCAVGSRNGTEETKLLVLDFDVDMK
# TEAD-YAP inh – TEAD-YAP interaction inhibition, primary screen, TEAD-YAP interaction inhibitor project, luminescence, HEK-TIYL cells; TEAD-Gal4/YAP UAS-luciferase luminescence; inhibition, % at 9.12 µM; actives 1.4% (n = 640,000); AID 1259422, 2018; in the data active means inhibition above about 32%;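 further: 0% = median of test compound wells and 100% = reference inhibitor wells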
# * marks the source's active call; other numbers are inactive results.
# Order of values – FBW7 act	GPR151 activ	TEAD-YAP inh	MITF inh
1	O=C(Cn1cnc2ccccc21)NCCOc1cccc2cccnc12
  -0.6	0.0	27	-4
2	CCCCOC(=O)c1ccc(N2C(=O)C3CCC(C)CC3C2=O)cc1 (centres undefined)
  -0.1	1.1	-3	5
3	CC(=O)c1ccc2c3c(cccc13)C(=O)N(c1ccccc1)C2=O
  0.1	-1.4	12	5
4	Cc1ccc(C(=O)CC2(O)C(=O)N(C)c3ccc(Cl)cc32)s1 (centres undefined)
  0.0	-0.1	8	2
5	CCOC(=O)c1ccc(Cl)c(S(=O)(=O)Nc2cccc(C)c2)c1
  0.5	4.6	-2	-11
6	O=C(Nc1cccc(O)c1)c1ccc(Br)c(S(=O)(=O)N2CCCCC2)c1
  0.1	0.2	-1	-20
7	CCOc1cccc(OCCOCCn2ccnc2)c1
  0.0	0.1	3	45
8	O=C(N/N=C/c1ccccc1O)C1SCCCS1
  -0.4	0.0	-3	-53
9	CCOC(=O)N1CCc2c(sc(NC(=O)c3ccccc3C)c2C(=O)OC)C1
  -0.3	-0.7	4	0
10	CCc1ccc(NC(=O)CSc2nnc(CNC(=O)c3ccccc3)n2C)cc1
  0.0	-0.9	6	5
11	CCOC(=O)c1cccnc1SCC(=O)O
  -0.1	0.2	0	-5
12	COc1ccc(-n2c(SCc3ccc(Cl)cc3)nc3cc(C(=O)NCc4ccco4)ccc3c2=O)cc1OC
  0.2	-0.9	7	3
13	O=C(Nc1nc(-c2ccc3ccccc3c2)cs1)c1cc(-c2ccc(Br)cc2)nc2ccccc12
  0.1	-1.0	0	6
14	Cc1ccccc1Cn1cc(NC(=O)c2cc(C3CC3)on2)cn1
  0.1	0.7	3	7
15	Cc1cc(C)c2[nH]c(=O)c(CN(CCCO)C(=O)NCc3ccccc3)cc2c1
  0.4	0.9	-13	-5
16	FC(F)(F)c1cccc(CNc2nc(Nc3ccccn3)nc3c2ncn3-c2ccsc2)c1
  0.0	-0.6	-1	8
17	Cc1ccc(Cc2c(C)nc3nc(SCC(=O)NCCC4=CCCCC4)nn3c2C)cc1
  -0.2	-0.8	14	1
18	Cc1cccc(CC(=O)Nc2cnn(-c3cccc(C(=O)Nc4ccc(-n5cnc(C)n5)cc4)c3)c2)c1
  0.2	0.0	31	-10
19	O=C(Nc1nc(-c2cccc([N+](=O)[O-])c2)cs1)c1ccc(S(=O)(=O)N2CCOCC2)cc1
  0.4	0.9	10	18
20	CCC1(C)OC(=O)N2CCc3cc(OC)c(OC)cc3C21C (centres undefined)
  0.1	1.6	4	-2
21	COc1ccc(CCNC(=O)c2nnn(-c3ccccc3OC)c2N)cc1OC
  0.0	3.7	-6	16
22	COc1ccc(/C=C(\NC(=O)c2ccccc2)C(=O)NCc2ccncc2)cc1
  0.0	0.6	7	3
23	Cc1cccc(NC(=O)C(NC(=O)C2CCC(C)CC2)C(C)C)n1 (centres undefined)
  0.0	0.0	6	13
24	CC1=C(C(=O)OCc2ccccc2)C(c2cccnc2)C2=C(CC(c3ccccc3)CC2=O)N1 (centres undefined)
  0.0	0.5	8	-7
25	Cc1cc(C)c2nc(C(F)(F)F)nc(N3CCN(C(=O)c4ccco4)CC3)c2c1
  -0.1	1.1	6	-6
26	O=C(Cn1cnc2ccccc21)NC1(c2ccc(F)cc2)CCCC1
  0.3	-0.3	0	14
27	CC1(C2CCN(C(=O)/C=C/c3cccs3)CC2)NC(=O)N(Cc2ccc(F)cc2)C1=O (centres undefined)
  0.0	-0.6	4	19
28	COc1ccc2c(CNCCc3ccccc3Cl)c(C(=O)O)n(C)c2c1
  -0.1	0.6	-3	-11
29	N#Cc1cc([N+](=O)[O-])ccc1NC(=O)COC(=O)CC1CCCC1
  -0.1	5.0*	1	-1
30	Nc1ncc(-c2cccc3ncccc23)nc1NCc1ccccc1
  0.6	1.0	48*	21
31	CCOc1ccc(-n2c(C)c(C(C)=O)c3cc(OC)ccc32)cc1
  0.0	0.6	4	7
32	CC(=O)c1sc(NC(C)c2ccccc2)nc1C (centres undefined)
  0.0	-1.4	-5	16
33	O=C1c2ccccc2C(=O)N1CSc1nnc(SCN2C(=O)c3ccccc3C2=O)s1
  -0.1	2.5	4	18
34	N/C(CC(=O)Nc1cccc(C(F)(F)F)c1)=N\O
  0.0	1.1	0	7
35	Cc1cccc(NC(=O)Cn2cc(C#N)c3ccccc32)c1
  0.1	2.6	2	-2
36	CCOC(=O)C1(CCOc2ccccc2)CCN(C(=O)COc2ccccc2)CC1
  0.0	4.2	-6	-3
37	COC(=O)c1cc(S(=O)(=O)NCc2csc(-c3cccs3)n2)oc1C
  0.7	0.5	6	-7
38	CC1CCc2c(sc(NC(=O)c3ccccc3[N+](=O)[O-])c2C(=O)OC(C)C)C1 (centres undefined)
  -0.1	0.6	1	-1
39	CC(=O)Nc1nc2c([N+](=O)[O-])cc(C)cc2s1
  0.5	2.1	-23	6
40	COCC1CCN(C(=O)CCc2nnc(CCCCc3ccccc3)o2)CC1
  0.2	-0.1	5	12

# Among those listed so far, 2 have a cyano group:
# Order of values – FBW7 act	GPR151 activ	TEAD-YAP inh	MITF inh
29	N#Cc1cc([N+](=O)[O-])ccc1NC(=O)COC(=O)CC1CCCC1
  -0.1	5.0*	1	-1
35	Cc1cccc(NC(=O)Cn2cc(C#N)c3ccccc32)c1
  0.1	2.6	2	-2

# The list continues:
# Order of values – FBW7 act	GPR151 activ	TEAD-YAP inh	MITF inh
41	CC(=O)OC1CC2C(Br)C1NC2(C(F)(F)F)C(F)(F)F (centres undefined)
  -0.1	1.5	6	-9
42	O=C(NS(=O)(=O)c1ccccc1)c1ccccc1Cl
  0.0	0.7	12	-6
43	CC(=O)Oc1ccccc1N1C(=O)c2ccc(N)cc2C1=O
  0.1	0.3	4	6
44	O=C(CCCN1C(=O)c2cccc([N+](=O)[O-])c2C1=O)Oc1ccc2ccccc2c1
  0.3	-1.9	6	7
45	COc1ccc(-c2nc(C(N)=O)c3[nH]c(=O)n(-c4ccc(C)cc4)c3n2)cc1OC
  0.1	0.4	-2	10
46	COc1cc(C)c(Cl)c(C)c1S(=O)(=O)N1CCOCC1
  0.6	-1.0	-3	17
47	O=S1(=O)CCC(N2CCN(S(=O)(=O)c3cccs3)CC2)C1 (centres undefined)
  -0.1	0.7	1	5
48	CCC1c2cccn2CCN1C(=O)CCC1(Cc2ccc(C)cc2)CCC(=O)N1 (centres undefined)
  0.5	0.2	-8	-2
49	O=C(NCCc1ccc(Cl)cc1)C1CCN(c2cnccn2)CC1
  0.4	-0.7	-5	-2
50	Cn1cc(CC(=O)NCc2ccc(F)cc2)c2ccccc21
  -0.1	-1.5	4	1
51	CN1C(=O)C(=Cc2cccc(NC(=O)c3ccccc3Cl)c2)C(=O)N(C)C1=O
  -0.5	-2.1	21	0
52	COc1ccccc1/C=C/C(=O)NCCSC1CCCCC1
  -0.1	0.2	4	25
53	COc1ccc([N+](=O)[O-])cc1NC(=O)c1cc2c(=O)oc3ccccc3c2s1
  0.1	-0.8	-8	6
54	CCOC(=O)C1=C(C)N=c2s/c(=C\c3ccccc3OCc3cccc4ccccc34)c(=O)n2C1c1ccc(N(C)C)cc1 (centres undefined)
  1.5	-0.6	7	27
55	CCOC(=O)c1c(NC(=S)Nc2ccc(OC)cc2)sc2c1CCC(C(C)(C)C)C2 (centres undefined)
  -0.2	-0.5	1	-2
56	O=C(NCc1cccnc1)/C(=C/c1ccc(-c2cccc(Cl)c2)o1)S(=O)(=O)c1ccccc1
  -0.1	0.3	53*	6
57	O=C(NCc1ccccn1)c1csc2c1CCCC2
  0.0	-1.2	-42	-8
58	CCc1ccccc1NC(=O)c1cc(S(=O)(=O)NCCc2ccc(Cl)cc2)ccc1F
  -0.2	0.8	-10	10
59	CC(C)(C)c1ccc(CSc2nc3ccccc3c(=O)n2CCCCCC(=O)NCC2CCCO2)cc1 (centres undefined)
  -0.2	-1.2	-7	-4
60	O=C(CCC1(Cc2cccs2)CCC(=O)N1)NCCc1c[nH]c2ccccc12 (centres undefined)
  0.1	2.3	-1	2

# Pulled by compound from the entries so far (5):
# Order of values – FBW7 act	GPR151 activ	TEAD-YAP inh	MITF inh
47	O=S1(=O)CCC(N2CCN(S(=O)(=O)c3cccs3)CC2)C1 (centres undefined)
  -0.1	0.7	1	5
44	O=C(CCCN1C(=O)c2cccc([N+](=O)[O-])c2C1=O)Oc1ccc2ccccc2c1
  0.3	-1.9	6	7
60	O=C(CCC1(Cc2cccs2)CCC(=O)N1)NCCc1c[nH]c2ccccc12 (centres undefined)
  0.1	2.3	-1	2
41	CC(=O)OC1CC2C(Br)C1NC2(C(F)(F)F)C(F)(F)F (centres undefined)
  -0.1	1.5	6	-9
57	O=C(NCc1ccccn1)c1csc2c1CCCC2
  0.0	-1.2	-42	-8

# Continuation:
# Order of values – FBW7 act	GPR151 activ	TEAD-YAP inh	MITF inh
61	C/C(=N\NC(=O)c1cccc(F)c1)c1cc([N+](=O)[O-])cs1
  0.1	-0.9	-55	12
62	COc1ccc(S(=O)(=O)NCCSC(C)(C)C)cc1I
  -0.1	-1.0	-2	9
63	COc1cccc(-c2nc(-c3cccc(C(F)(F)F)c3)c(-c3ccccc3)[nH]2)c1OC
  0.0	0.2	0	4
64	COC(=O)c1c(NC(=S)Nc2cn(C)nc2C(N)=O)sc2c1CCCCC2
  -0.1	-1.3	-12	11
65	OCCNCC(O)COC(c1ccccc1)c1ccccc1 (centres undefined)
  -0.3	-0.5	9	34
66	C=C(C)CN(CC)C(=O)CC1(c2ccccc2F)CC(=O)N(CCOC)C1=O (centres undefined)
  0.1	-0.4	2	10
67	CCOc1ccc(N(CC(=O)NCc2ccccc2C)S(=O)(=O)c2ccccc2)cc1
  0.8	2.8	8	16
68	Nc1c(C=C2C=CC(=O)C=C2)c(=O)nc2sc(Cc3ccccc3)nn12
  0.2	0.1	5	20
69	COC(=O)c1ccc(CSc2nnc(NC(=O)c3nc4nccc(C)n4n3)s2)cc1
  -0.1	0.5	-9	6
70	CN(C)S(=O)(=O)N1CCC(CO)(Cc2ccccc2C(F)(F)F)CC1
  0.0	1.9	4	1
71	N#CC1(C#N)[C@H](c2cccnc2)[C@@H](C(=O)c2ccccc2)N2c3ccc(Cl)cc3C=C[C@@H]21
  -0.1	1.2	-4	11
72	COc1cccc(C=O)c1OCCCN1CCOCC1
  -0.2	-0.8	4	27
73	COCC(C)NC(=O)c1cccc(C)c1 (centres undefined)
  0.2	0.6	3	45
74	O=C(CCC1(Cc2cccc3ccccc23)CCC(=O)N1)NCCN1CCOCC1 (centres undefined)
  0.0	0.8	4	0
75	COc1cc(C2C(C(=O)N3CCCCC3)=C(C)NC3=C2C(=O)CC(C)(C)C3)cc(Br)c1OC (centres undefined)
  -0.1	2.4	-5	-3
76	O=C1ON=C(c2ccc(Cl)cc2)/C1=C/c1ccc(OCc2ccc(F)cc2)cc1
  0.4	-6.1	-22	44
77	O=C(NC1CCN(C(=O)Nc2cccc(F)c2)CC1)c1cccc(F)c1
  -0.1	0.0	8	-2
78	Cc1nc(Nc2ccc(C)c(F)c2)c2cc(C)sc2n1
  -0.2	1.5	4	3
79	Cc1ccc2oc3c(c(=O)c2c1)C(c1ccccn1)N(CCN(C)C)C3=O (centres undefined)
  -0.8	-0.1	-13	3
80	Cc1cccc(NC(=O)c2cccc3ccccc23)n1
  -0.2	-0.2	-40	-7
81	COc1cc(/C=N\NC(=O)Cc2cccs2)cc(Br)c1O
  0.0	-0.2	-9	16
82	Cn1ccnc1C1(O)CC2CCC(C1)N2C(=O)C1CCCC1 (centres undefined)
  0.0	0.4	8	10
83	COc1ccc(-c2nn3c(SCC(=O)Nc4ccccc4F)nnc3[nH]c2=O)cc1
  0.2	-0.3	5	15
84	O=C1[C@@H]2C[C@H](NCc3ccccc3Cl)CN2C(=O)[C@@H]2CCCN12
  0.1	1.1	-7	6
85	CC(=O)N=C1SCCN1CC(=O)c1ccc(Cl)cc1
  0.0	0.8	-25	10
86	NC(=O)C1CCN(C2CC(=O)N(c3ccc(I)cc3)C2=O)CC1 (centres undefined)
  0.0	0.9	2	-2
87	CC(C)CN1CCN(Cc2ccnc3ccccc23)CC1CCO (centres undefined)
  0.0	-1.5	-11	2
88	CCc1cc2c(=O)c(-c3nc4ccccc4n3C)coc2c(CN(CC)CC)c1O
  -0.2	-0.2	5	7
89	CC(C)COC(=O)c1ccc(N2C(=O)c3ccccc3C2=O)cc1
  0.0	0.3	-17	11
90	Cc1ccc(-n2c(N)c(C(N)=O)sc2=S)c(C)c1
  -0.1	-0.3	-7	-21
91	COc1ccc(NC(=O)c2cc(CNCc3ccccc3C)cc(NC(C)=O)c2)cc1
  0.0	1.9	-2	2
92	COc1ccc(-n2ncc3c(Nc4ccc(Cl)c(Cl)c4)ncnc32)cc1
  -0.1	-0.8	23	8
93	Cc1cc(C)n(/N=C/c2ccc([N+](=O)[O-])cc2)c(=O)c1
  0.1	0.2	-1	-7
94	O=C(NCCN1CCCCC1)Nc1ccc([N+](=O)[O-])cc1
  -0.1	0.6	3	-3
95	CC(=O)C1=C(O)C(=O)N(CCC(=O)O)C1c1ccccc1 (centres undefined)
  -0.1	0.9	3	-2
96	CC(C)(C)OC(=O)N1CCN(c2ccc(NC(=O)c3cc4ccccc4oc3=O)cc2)CC1
  -0.1	-0.2	-12	3
97	COc1ccc(CNC(=O)CN2CCN(c3cccc(C)c3C)CC2)cc1
  0.0	-0.6	-6	-6
98	COc1ccc(-c2noc(CNC(=O)c3ccccc3Cl)n2)cc1
  0.0	0.9	-2	-1
99	O=C(Cc1nc2ccccc2[nH]1)NCc1ccco1
  0.0	-0.6	0	1
100	Cc1cccc(Nc2ncnc(N)n2)c1
  0.0	-0.2	-16	8
